High-throughput results (PubChem)
GLP1R ag: activates the human GLP-1 receptor; Potency, µM (highest dose often 45.6 µM), without a hit: at the highest dose activation, actives largely listed as activators; hit rate 0.007% among 380,000; HEK293 GLP-1R CRE-luciferase, luminescence, 4-6 h; cells express a hypersensitive GLP-1R form; AID 624172; note: potency is the fitted concentration of half-maximal effect; % of control where 0% means no effect
EPAC1 ag: activates human EPAC1 exchange factor; O95398; EPAC1 agonist qHTS, biochemical assay; response scale: 100% = response to 6.5 mM cAMP; Potency, µM (titrated, usually from 154 µM), for inactives: top-dose activation, hits mostly activators; hit rate 0.073% among 360,000; note: potency is the fitted concentration of half-maximal effect; nearly all actives have a fitted effect of over 60% in size
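Fluorescent GDP-exchange assay: 100 nM EPAC1 with 250 nM Rap1B preloaded with BODIPY-GDP and 50 uM GDP; compounds tested as concentration series, 5 min at room temperature, then read every 5 min for 30 min (ex 480/em 540 nm); normalized to 6.5 mM cAMP.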
PLK1 PBD inh: PLK1 (human) polo-box domain binding inhibition; P53350; Plk1 PBD binding of FITC phosphopeptide, fluorescence polarization; Potency, µM, for the others: max response, negative = inhibition, actives largely listed as inhibitors; hit rate 2.8% among 360,000; AID 720504; note: potency is the fitted concentration of half-maximal effect; series mostly up to about 57 µM; % is set by controls: 0 for no effect and ±100 for the full control effect; nearly all actives have a fitted effect of over 65% in size
GLP1R inv ag: inverse agonists of human GLP-1 receptor | HEK293 GLP-1R CRE-luciferase, luminescence, 24 h; GLP-1R form is constitutively active | hit rate 1.6% among 410,000 | P43220 | Potency, µM (titrated, usually from 38.3 µM), for the others: at the top dose activity change, negative = inhibition, most hits filed as inhibitors | AID 624417; note: potency is the fitted concentration of half-maximal effect; % is set by controls: 0 for no effect and ±100 for the full control effect; nearly all actives have a fitted effect of over 55% in size
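Cells are plated, allowed 12 hours at 37 deg C, then treated with compounds for 24 hr before luciferase detection reagent is added and luminescence is read after 12 min at room temperature. The HEK293 line carries constitutively active GLP-1R with a cAMP-responsive reporter.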
IL-2 act: activators of IL-2; hit rate 0.065% among 360,000; IL-2 activation reporter assay, cell-based qHTS; stimulated with anti-CD3/CD4/CD28 beads; in transgenic mouse T cells; activation, % (series mostly up to about 46 µM); in the data active = activation above about 50%; inconclusive = mostly about 30% to 49%; note: 0% is about no effect
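Unstimulated transgenic mouse T cells preincubated 60 min with compound, then stimulated with anti-CD3/anti-CD4-coated beads plus anti-CD28 for 18 h at 37 degrees C. IL-2 response read as EGFP and DsRed fluorescence by plate cytometry.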
EPAC1 antag: antagonists of human EPAC1 | EPAC1 GEF assay, Rap1b-BODIPY-GDP exchange fluorescence | Potency, µM (doses to about 115 µM), without a hit: at the top dose activity change, negative = inhibition, most hits filed as inhibitors | AID 720709 | hit rate 0.14% among 360,000 | O95398;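 note: potency is the fitted concentration of half-maximal effect; plate controls were vehicle for no effect and positive control for full effect; nearly all actives have a fitted effect of over 50% in size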
GLP1R cytotox: cytotoxicity in counter-screen for GLP-1R inverse agonists; HEK293 cAMP-luciferase reporter cells, luminescence, 24 h; hit rate 0.13% among 410,000; Potency, µM (doses to about 38.3 µM), without a hit: at the highest dose activity change, negative = inhibition, usual class: inhibitors;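 note: loss of luciferase light is scored as toxicity; potency is the fitted concentration of half-maximal effect; % is set by controls: 0 for no effect and ±100 for the full control effect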
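To flag toxic compounds, the library was rerun on cells for 24 hr at 37 deg C and 5% CO2. Viability-linked luminescence was captured 12 min after adding luciferase detection reagent.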
PI5P4Ka inh: inhibitors of human PI5P4K alpha | P48426 | PI5P4Kalpha enzyme, ADP-Glo luminescence, 60 min; hits give low values | max response, % | hit rate 1.2% among 330,000 | AID 652105; active = max response of -50% or lower; inconclusive = between -30% and -50%; inactive = -30% or higher; note: value at the top dose of about 77 µM; % is set by controls: 0 for no effect and ±100 for the full control effect
Target sequence (P48426 whole entry, looked up): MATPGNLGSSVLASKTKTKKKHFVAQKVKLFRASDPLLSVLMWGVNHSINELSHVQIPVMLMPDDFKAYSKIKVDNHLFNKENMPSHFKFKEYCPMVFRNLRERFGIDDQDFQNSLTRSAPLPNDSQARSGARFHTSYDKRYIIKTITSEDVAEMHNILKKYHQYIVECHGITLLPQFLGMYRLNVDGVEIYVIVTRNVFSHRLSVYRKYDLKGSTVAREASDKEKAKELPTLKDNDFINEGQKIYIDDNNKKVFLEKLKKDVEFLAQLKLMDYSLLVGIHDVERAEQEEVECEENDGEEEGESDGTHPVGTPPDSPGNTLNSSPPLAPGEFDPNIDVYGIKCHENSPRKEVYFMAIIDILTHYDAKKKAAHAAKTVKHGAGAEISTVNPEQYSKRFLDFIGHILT
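Luminescence from ADP-Glo served as readout of PI5P4Kalpha activity in a qHTS format. Reaction: enzyme, substrate, compound, ATP at 5 microM final, 60 min at RT.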
PTHR1 ag: PTHR1 (human) receptor agonism; hit rate 0.075% among 410,000; HEK293 GP2 PTHR1 cells, GloSensor cAMP luminescence, 1 h; Potency, µM (top dose mostly 115 µM), for inactives: top-dose activation, hits mostly activators; note: potency is the fitted concentration of half-maximal effect; nearly all actives have a fitted effect of over 55% in size; some results filed as inactive show a strong effect at the top dose; inactives centre near -15; many of its hits are not listed in these tables
Target sequence (Q03431 whole entry, looked up): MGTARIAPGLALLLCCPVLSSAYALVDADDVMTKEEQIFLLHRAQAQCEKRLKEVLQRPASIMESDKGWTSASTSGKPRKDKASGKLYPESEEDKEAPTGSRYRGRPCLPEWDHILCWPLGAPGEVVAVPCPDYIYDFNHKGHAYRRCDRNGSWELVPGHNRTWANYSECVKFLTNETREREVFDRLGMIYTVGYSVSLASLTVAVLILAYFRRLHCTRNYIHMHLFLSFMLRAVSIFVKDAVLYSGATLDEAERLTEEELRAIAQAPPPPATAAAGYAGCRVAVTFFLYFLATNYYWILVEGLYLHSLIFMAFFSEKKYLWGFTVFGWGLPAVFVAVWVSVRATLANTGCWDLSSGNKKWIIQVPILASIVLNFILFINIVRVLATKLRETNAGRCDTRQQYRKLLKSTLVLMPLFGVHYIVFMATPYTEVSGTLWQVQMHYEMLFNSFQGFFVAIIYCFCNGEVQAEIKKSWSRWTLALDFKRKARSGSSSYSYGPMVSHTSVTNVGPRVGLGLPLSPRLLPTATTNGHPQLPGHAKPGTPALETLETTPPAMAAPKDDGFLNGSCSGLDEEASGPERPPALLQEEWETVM
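HEK-293-derived GP2 cells expressing PTHR1 and a GloSensor cAMP reporter, 3,000/well, plated overnight, given luciferin plus IBMX (each 0.5 mM as added) for 1 h at 37 °C, then compound for 1 h at 37 °C. Luminescence was read after 15 min at room temperature.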
Starred values were filed as active, the others as inactive; i = inactive; ? = inconclusive; . = not tested or not shown; [ ] = remark or other dose. Unless noted, calls come from the whole dose curve; as a rule, active = well fitted curve in the direction sought with a large enough effect; inconclusive = small, poorly fitted or top-dose-only effect, or another doubt; inactive = no such curve, though single readings can be large; an effect the other way counts as inactive or inconclusive. Not all compounds are listed (hit frequency here may not be typical).

Structure,PI5P4Ka inh,GLP1R ag,EPAC1 ag,PLK1 PBD inh,PTHR1 ag,GLP1R cytotox,GLP1R inv ag,EPAC1 antag,IL-2 act
CC(=O)Nc1ccc(S(=O)(=O)N2CCC(NC(=O)C(Cc3ccc(C)cc3)NC(C)=O)CC2)cc1 (stereo not given),7.4,4.3%,-10.7%,-6.6%,?,4.0%,-6.2%,-8.4%,0.0
COc1ccc(Br)cc1S(=O)(=O)NCCN1CCOCC1,-2.2,8.7%,4.3%,5.9%,i,-0.2%,8.4%,7.0%,0.5
Cc1c(NS(=O)(=O)c2ccccc2F)c(=O)n(-c2ccccc2)n1C,-1.2,-2.6%,6.2%,-8.7%,-22.6%,0.6%,4.8%,-0.1%,0.5
Cc1ccc2nc(NCCCO)nc(-c3ccccc3)c2c1,2.1,13.2%,0.0%,-19.3%,-1.2%,482.1%[activator],18.8%,0.0%,-0.6
CC(C)CCC(O)(CCC(C)C)C(=O)NNc1ccccc1,-0.3,-2.9%,0.4%,-1.9%,-17.2%,-5.1%,?,2.7%,0.8
COc1cc(NC(=O)CCC(=O)Nc2ccc3nc(N4CCOCC4)cc(C)c3c2)cc(OC)c1OC,0.5,25.8%,10.9%,-12.1%,i,4.4%,31.3%[activator],10.5%,-3.8
O=C(C1=C[C@H](c2ccc(C(F)(F)F)cc2)C[C@H](OCc2ccc(CO)cc2)O1)N1CCN(Cc2ccccc2)CC1,1.4,-3.2%,-26.9%,-10.9%,i,7.0%,4.4%,-26.3%,-2.4
CC(C)[C@H]1COCCS(=O)(=O)N1Cc1ccccc1-c1cccc(Cl)c1,23.7,-0.8%,8.3%,-2.5%,-1.5%,20.6%,?,-13.1%,0.0
C/C(=N\NC(=S)NCc1ccccc1)c1cccc(Br)c1,14.4,27.0%,3.5%,1.6%,-1.4%,?,8.91µM*,-18.0%,-1.6
O=C(Nc1nnc(S(=O)(=O)N2CCOCC2)s1)c1ccccc1Br,-20.8,-6.4%,-8.3%,-16.5%,-28.3%,5.6%,-21.5%,7.1%,0.0
O=C(NCc1ccc(Cl)cc1)C1CCCN(c2ncnc3c2nc2n3CCCCC2)C1 (stereo not given),-3.4,0.6%,-3.3%,-3.8%,i,-0.5%,?,4.0%,0.8
COc1ccc(NC(C)C(=O)N/N=C/c2c(O)ccc3ccccc23)cc1 (stereo not given),-0.7,-0.3%,8.1%,-7.3%,i,-15.7%,?,?,-0.1
COc1ccc(Cl)c2sc(N3CCN(C(=O)c4ccco4)CC3)nc12,-4.0,-1.9%,-11.2%,-4.2%,-5.7%,-13.1%,?,6.0%,-1.0
N#Cc1ccccc1NC(=O)COC(=O)CCc1ccc(S(=O)(=O)N2CCCCC2)cc1,-5.1,-3.7%,2.4%,-2.6%,-15.3%,-21.6%,7.9%,4.3%,-1.6
Cc1ccccc1Nc1nc(N)nc(CN2CCN(Cc3ccc4c(c3)OCO4)CC2)n1,0.8,0.1%,3.7%,0.4%,i,-0.9%[7.66 µM],-7.3%[7.66 µM],-4.9%,1.1
CCOc1ccc2ccccc2c1CNCCCN1CCOCC1,7.6,-4.6%,15.9%,-2.2%,-18.0%,0.6%,-15.1%,2.3%,-0.1
COc1ccccc1N1CCN(C(=O)c2oc3ccccc3c2C)CC1,.,-3.6%,-17.2%,-6.8%,-9.1%[57.5 µM],-25.4%,-9.4%,3.8%,-1.9
Cc1cccnc1NS(=O)(=O)c1cccc([N+](=O)[O-])c1,-3.7,0.5%,-5.9%,9.6%,i,0.7%[1.53 µM],13.3%,19.3%,-0.2
Cc1ccsc1/C=N/n1c(-c2cc(-c3ccccc3)n[nH]2)n[nH]c1=S,-17.3,22.6%,-4.7%,?,-1.0%,0.0%,142.6%[activator],-12.7%,0.1
CCCN(CCC)CCCNC(=O)c1nn(-c2cccc(OC)c2)c(=O)c2ccccc12,2.4,11.0%,2.0%,4.7%,i,1.4%,-8.5%,-0.6%,0.1
Cc1cc(NC(=O)CN2CCCC(C)C2)no1 (stereo not given),-3.2,-7.5%,0.4%,-4.1%,-13.5%,3.6%,15.0%,-5.1%,-1.6
COc1cc(/C=C(\C#N)C(=O)Nc2cccnc2)ccc1OC(C)C,-6.2,13.0%,-8.3%,-6.4%,-63.4%,-7.5%,2.7%,-3.9%,1.1
COc1ccc(N2CSC3=C(C#N)C(c4cc(OC)ccc4OC)CC(=O)N3C2)c(OC)c1 (stereo not given),-84.6*,-0.1%,0.9%,3.77µM*,-18.5%,-15.0%,1.3%,-19.4%,0.9
CCSC1=NC(C)(C)C=C(/C=C/c2ccc(Cl)cc2Cl)N1,-1.7,-7.8%,7.5%,?,-24.1%,-22.4%,?,0.4%,-4.1
O=C(Nc1ccc2c(c1)OCO2)C(c1ccc(Cl)cc1)N1CCN(C(=O)c2ccco2)CC1 (stereo not given),-2.5,7.3%,1.0%,0.7%,-5.9%,-2.8%,?,-0.8%,-2.1
O=C(Nc1nnc(C2CC2)s1)c1cc(S(=O)(=O)N2CCN(c3ccccc3)CC2)ccc1Cl,.,-3.2%,12.0%,-6.0%,-26.7%,-3.6%,0.0%,-4.0%,8.0
O=S(=O)(c1ccccc1)N(CC(O)CN1CCCCC1)c1ccccc1 (stereo not given),-4.2,-5.6%,-1.0%,-1.2%,i,-10.7%,-0.1%,-7.2%,-0.6
CCOc1ccc(CNC(=O)c2cccc(NC(=O)C3=C(C)OCCS3)c2)cc1,-1.2,5.2%,4.2%,-2.7%,-18.0%,5.1%,-26.8%,-15.7%,-0.4
CCC(C)(C(=O)NC1CCCCC1)N(C(=O)c1cnccn1)c1c(C)n(C)n(-c2ccccc2)c1=O (stereo not given),1.1,6.9%,2.4%,2.9%,i,-10.3%,0.5%,10.5%,0.5
O=C(Cc1cccs1)N(CC1CCCO1)C1(C(=O)NC2CCCCC2)CCCCC1 (stereo not given),-55.8*,7.1%,7.5%,-9.3%,-17.5%,-7.6%,9.0%,-4.1%,-0.4

Among those listed so far, two contain fluorine:
Structure,PI5P4Ka inh,GLP1R ag,EPAC1 ag,PLK1 PBD inh,PTHR1 ag,GLP1R cytotox,GLP1R inv ag,EPAC1 antag,IL-2 act
Cc1c(NS(=O)(=O)c2ccccc2F)c(=O)n(-c2ccccc2)n1C,-1.2,-2.6%,6.2%,-8.7%,-22.6%,0.6%,4.8%,-0.1%,0.5
O=C(C1=C[C@H](c2ccc(C(F)(F)F)cc2)C[C@H](OCc2ccc(CO)cc2)O1)N1CCN(Cc2ccccc2)CC1,1.4,-3.2%,-26.9%,-10.9%,i,7.0%,4.4%,-26.3%,-2.4

Entries shown so far that have two or more sulfur atoms, in the order listed:
Structure,PI5P4Ka inh,GLP1R ag,EPAC1 ag,PLK1 PBD inh,PTHR1 ag,GLP1R cytotox,GLP1R inv ag,EPAC1 antag,IL-2 act
O=C(Nc1nnc(S(=O)(=O)N2CCOCC2)s1)c1ccccc1Br,-20.8,-6.4%,-8.3%,-16.5%,-28.3%,5.6%,-21.5%,7.1%,0.0
Cc1ccsc1/C=N/n1c(-c2cc(-c3ccccc3)n[nH]2)n[nH]c1=S,-17.3,22.6%,-4.7%,?,-1.0%,0.0%,142.6%[activator],-12.7%,0.1
O=C(Nc1nnc(C2CC2)s1)c1cc(S(=O)(=O)N2CCN(c3ccccc3)CC2)ccc1Cl,.,-3.2%,12.0%,-6.0%,-26.7%,-3.6%,0.0%,-4.0%,8.0

Further compounds follow.
Structure,PI5P4Ka inh,GLP1R ag,EPAC1 ag,PLK1 PBD inh,PTHR1 ag,GLP1R cytotox,GLP1R inv ag,EPAC1 antag,IL-2 act
CC(C)NC(=O)CSc1ccccc1C(=O)N1CCN(S(=O)(=O)/C=C/c2ccccc2)CC1,-3.2,0.2%,0.1%,-0.5%,i,-17.1%,0.6%,-8.2%,-3.7
CCCCSC1=C(C#N)C(c2ccccc2C)CC(=O)N1 (stereo not given),3.2,-4.2%,-9.7%,3.6%,-0.8%,2.4%,?,9.7%,1.9
CCOc1ccc(C(=O)NCC(=O)N2CCC(C)CC2)cc1OCC,1.4,4.9%,12.9%,-2.7%,i,-3.8%,3.5%,-20.5%,-2.0
S=c1[nH]nc(COc2ccccc2)n1/N=C/c1ccccc1Br,1.6,-0.2%,-6.9%,?,i,?,-21.1%,-2.9%,-1.9
C=CCn1c(C(C)NC(=O)c2ccc(C)cc2)n[nH]c1=S (stereo not given),3.6,6.9%,1.2%,-12.0%,-13.0%,0.7%,21.7%,16.7%,-3.1
CC(C)[C@H]1COCCS(=O)(=O)N1Cc1cccc(Cl)c1,-0.8,16.4%,1.0%,-12.1%,i,3.4%,-20.3%,5.6%,-1.1
O=C(CN1CCN(c2ncc(C(F)(F)F)cc2Cl)CC1)NCCNc1ncc(C(F)(F)F)cc1Cl,38.6,-11.0%,-11.7%,-3.0%,i,-12.3%,?,-27.8%,0.2
Cc1ccc(-c2csc3nc4ccc(C(=O)NCCO)cc4c(=O)n23)cc1,0.1,0.1%,-11.3%,-0.7%,-24.7%,-6.9%,9.0%,4.9%,-0.3
CNC(=O)c1ccsc1NC(=O)c1ccc(S(=O)(=O)N2CCOCC2)cc1,-4.0,16.6%,-5.5%,2.0%,-27.8%,-23.2%,5.8%,1.0%,-0.2
O=C(COC(=O)c1ccccn1)NCc1ccccc1Cl,2.1,-13.8%,6.0%,-12.1%,19.1%,74.7%[activator],24.0%,-5.6%,-0.4
COc1ccc(NS(=O)(=O)c2cc(NC(=O)c3ccncc3)ccc2N2CCOCC2)cc1,1.4,14.8%,0.4%,-22.7%,i,-21.9%,2.1%,3.6%,-1.5

A draw from above in order of molecular weight, descending:
Structure,PI5P4Ka inh,GLP1R ag,EPAC1 ag,PLK1 PBD inh,PTHR1 ag,GLP1R cytotox,GLP1R inv ag,EPAC1 antag,IL-2 act
CCOc1ccc(C(=O)NCC(=O)N2CCC(C)CC2)cc1OCC,1.4,4.9%,12.9%,-2.7%,i,-3.8%,3.5%,-20.5%,-2.0
O=C(COC(=O)c1ccccn1)NCc1ccccc1Cl,2.1,-13.8%,6.0%,-12.1%,19.1%,74.7%[activator],24.0%,-5.6%,-0.4
CCCCSC1=C(C#N)C(c2ccccc2C)CC(=O)N1 (stereo not given),3.2,-4.2%,-9.7%,3.6%,-0.8%,2.4%,?,9.7%,1.9
